Screens as filed in PubChem.
TGFb inhibitor: qHTS for Inhibitors of TGF-b; actives 1.2% (n = 410,000); Potency, µM (series often up to 46.1 µM), for inactives: at the top dose activity, negative = inhibition, hits mostly inhibitors; HepG2 CAGA-GFP TGF-b/SMAD3 reporter, GFP fluorescence, 18 h; TGF-beta stimulated, 500 pg/mL final; also: % is scaled to controls: 0 for no effect and ±100 for the full control effect; nearly all actives have a fitted effect of over 65% in size
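Using HEPG2 CAGA-GFP reporter cells at 1000 cells/well, we pinned test compounds, stimulated with recombinant TGF-beta (500 pg/mL final) and measured total well GFP after 18 h.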
MCF10A rerep: A quantitative high throughput screen for small molecules that induce DNA re-replication in MCF 10a normal breast cells. Potency, µM (top dose mostly 46.1 µM), without a hit: at the highest dose activity, positive = re-replication, usual class: activators. actives 2.9% (n = 350,000). MCF 10A DNA re-replication, Hoechst nuclear intensity, 48 h. AID 624296, 2012; also: % of control where 0% means no effect; nearly all actives have a fitted effect of over 50% in size
HepG2 viability: qHTS for Inhibitors of TGF-b: Cytotox Counterscreen. AID 588856, 2011. HepG2 CAGA-GFP viability, ATP luminescence, 18 h. actives 0.76% (n = 410,000). Potency, µM (titrated, usually from 46.1 µM), for inactives: at the highest dose activity change, negative = cytotoxicity, actives largely listed as cytotoxic; also: some results filed as inactive show a strong effect at the top dose
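CellTiter-Glo luminescence gave cytotoxicity after 18 hours at 37 degrees C. The cells were HepG2 CAGA-GFP in 1% FBS DMEM, stimulated with 500 pg/mL TGF-beta after compound addition. %Activity was normalised to no-cell wells (complete cell-killing) and DMSO (no toxicity), and curves were fitted and classified.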
Nrf2 activator: qHTS of Nrf2 Activators; AREc32 ARE-luciferase reporter (MCF7-derived line), luminescence, 24 h; Potency, µM (titrated, usually from 46.1 µM), without a hit: at the top dose activation, usual class: activators; actives 0.31% (n = 410,000); AID 624171, 2012; also: % of control where 0% means no effect; nearly all actives have a fitted effect of over 65% in size
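Cells of the AREc32 ARE-luciferase line are plated in OPTI-MEM containing 5% FBS and left overnight at 37 deg C. Compounds are pinned in, incubation continues 24 hr, and firefly luciferase signal is then measured.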
Nrf2 block: Nrf2 qHTS screen for inhibitors; A549 ARE-Fluc reporter, luciferase luminescence, 18-24 h; Potency, µM (titrated, usually from 46 µM), inactives show top-dose activity change, negative = inhibition, actives largely listed as inhibitors; actives 2.1% (n = 360,000); also: % is scaled to controls: 0 for no effect and ±100 for the full control effect; nearly all actives have a fitted effect of over 60% in size
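Reporter: ARE-Fluc in A549. Exposure: 18-24 h, 37 °C, 5% CO2, 5% FBS OPTI-MEM. Readouts: fluorescent cytotoxicity (CellTiter-Fluor), then luminescent Nrf2 signal after BugLite.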
ATXN2 expr inh: Primary qHTS for Inhibitors of ATXN expression; HEK-293 ATXN2-luciferase reporter, luminescence, 24 h; Potency, µM (titrated, usually from 57 µM), for the others: top-dose activity change, negative = inhibition, usual class: inhibitors; actives 0.72% (n = 360,000); AID 1745845, 2022; also: % is scaled to controls: 0 for no effect and ±100 for the full control effect; nearly all actives have a fitted effect of over 55% in size
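ATXN2-luciferase reporter cells (luciferase flanked by upstream and downstream ATXN2 gene portions) were treated 24 h at 37 °C with compounds at up to 57 uM. SteadyGlo luminescence gave expression; GF-AFC fluorescence gave viability.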
A549 viability: Nrf2 qHTS screen for inhibitors: counterscreen for cytotoxicity; actives 0.16% (n = 390,000); A549 ARE-Fluc cells, CellTiter-Fluor viability, 18-24 h; Potency, µM (highest dose often 46 µM), without a hit: at the highest dose activity change, negative = cytotoxicity, actives largely listed as inhibitors; also: % is scaled to controls: 0 for no effect and ±100 for the full control effect
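A549 ARE_Fluc cells in 5% FBS OPTI-MEM were exposed to compounds in concentration-response for 18-24 h at 37 deg C. Viability was read by CellTiter-Fluor fluorescence (Ex 405/Em 525) after 30 min, before the luciferase read.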
EPAC2 antag: qHTS for Antagonist of cAMP-regulated guanine nucleotide exchange factor 2 (EPAC2): primary screen; EPAC2 GEF exchange of Rap1B-BODIPY-GDP, fluorescence; Potency, µM (series often up to 114 µM), inactives show top-dose activity, negative = inhibition, hits mostly inhibitors; actives 0.18% (n = 360,000); also: % is scaled to controls: 0 for no effect and ±100 for the full control effect; nearly all actives have a fitted effect of over 45% in size; many of its hits are not listed in these tables
Target sequence (Q8WZA2 whole entry, looked up): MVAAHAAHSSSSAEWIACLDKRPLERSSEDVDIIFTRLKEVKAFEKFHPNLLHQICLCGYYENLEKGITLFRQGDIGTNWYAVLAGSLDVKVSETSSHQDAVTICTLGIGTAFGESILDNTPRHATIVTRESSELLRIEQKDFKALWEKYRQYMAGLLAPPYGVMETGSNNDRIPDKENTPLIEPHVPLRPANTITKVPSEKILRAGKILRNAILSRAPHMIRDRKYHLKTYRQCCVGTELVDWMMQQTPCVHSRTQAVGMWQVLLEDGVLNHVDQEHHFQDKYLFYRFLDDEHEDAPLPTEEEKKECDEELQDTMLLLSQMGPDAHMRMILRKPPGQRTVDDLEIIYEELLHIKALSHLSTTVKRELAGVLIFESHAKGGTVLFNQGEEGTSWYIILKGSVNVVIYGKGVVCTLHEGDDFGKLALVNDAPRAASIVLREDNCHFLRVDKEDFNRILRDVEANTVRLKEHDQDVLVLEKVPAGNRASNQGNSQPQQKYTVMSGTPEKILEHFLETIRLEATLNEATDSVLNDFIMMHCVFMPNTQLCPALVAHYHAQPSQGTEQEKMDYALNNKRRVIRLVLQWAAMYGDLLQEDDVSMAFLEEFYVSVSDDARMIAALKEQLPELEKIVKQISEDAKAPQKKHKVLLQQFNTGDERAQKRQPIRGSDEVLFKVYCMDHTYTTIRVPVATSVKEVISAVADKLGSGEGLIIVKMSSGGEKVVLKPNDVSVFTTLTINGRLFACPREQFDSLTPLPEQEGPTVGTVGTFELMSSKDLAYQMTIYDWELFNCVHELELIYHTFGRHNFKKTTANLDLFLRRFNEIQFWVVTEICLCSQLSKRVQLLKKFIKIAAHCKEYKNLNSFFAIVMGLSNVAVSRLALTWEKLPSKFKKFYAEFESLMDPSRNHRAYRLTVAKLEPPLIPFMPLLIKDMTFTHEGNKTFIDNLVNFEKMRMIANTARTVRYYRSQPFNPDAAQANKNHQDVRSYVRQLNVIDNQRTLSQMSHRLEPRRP
S2 tox: Viability Counterscreen for Primary qHTS for Inhibitors of ATXN expression. S2 cells (HEK-293 line with an ATXN2-luciferase reporter) viability, CellTiter-Fluor protease fluorescence, 24 h. Potency, µM (top dose mostly 56.7 µM), usual class: cytotoxic. actives 0.49% (n = 400,000); also: nearly all actives have a fitted effect of over 40% in size
* marks the source's active call; other numbers are inactive results; & = joins results of further samples; [ ] = remark or other dose. Calls follow the shape of the dose curve; as a rule, active = well fitted curve in the direction sought with a large enough effect; inconclusive = small, poorly fitted or top-dose-only effect, or another doubt; inactive = no such curve, though single readings can be large; an effect the other way counts as inactive or inconclusive. Potency is read from the fitted curve at half-maximal effect. An excerpt. The share of hits here may be higher or lower than overall.

O=C(COc1cccc(NC(=O)c2cccs2)c1)c1ccc(F)cc1 was read as TGFb inhibitor 15%, MCF10A rerep inconclusive, HepG2 viability 2%, Nrf2 activator 3.2%, Nrf2 block -27%, ATXN2 expr inh -13%, A549 viability -6%, EPAC2 antag -8% and S2 tox inactive.
`CCS/C(N)=N/N=C/c1cc(C)ccc1O` gave TGFb inhibitor -9%, MCF10A rerep 8%, HepG2 viability -56%, Nrf2 activator 0.1%, Nrf2 block inconclusive, ATXN2 expr inh 52%[activator], A549 viability -14%, EPAC2 antag 0% and S2 tox inactive.
`CCOC(=O)c1c(NC(=O)c2cc(=O)c3cc(Cl)ccc3o2)sc(C)c1C` gave TGFb inhibitor 2%, HepG2 viability 4%, Nrf2 activator -0.9%, Nrf2 block 4%, ATXN2 expr inh 9%, A549 viability -2% and S2 tox inactive.
Screening O=C(CCl)Nc1ccc(-c2ccccc2)cc1 returned TGFb inhibitor inconclusive, MCF10A rerep 16µM*, HepG2 viability 11µM*, Nrf2 activator -4.0%, Nrf2 block inconclusive, A549 viability -17%, EPAC2 antag -12% and S2 tox 10µM*.
Screening CCOC(=O)C1=C(C)NC(=O)NC1c1ccc(-c2ccccc2F)o1 (centres undefined) returned TGFb inhibitor 9%, MCF10A rerep 18%, HepG2 viability 6%, Nrf2 activator 20%, Nrf2 block inconclusive, ATXN2 expr inh 0%, A549 viability -6%, EPAC2 antag 0% and S2 tox inactive.
For Cc1ccc(C)c(N2CCN(C(=O)c3cc4cc5ccc(C)cc5nc4o3)CC2)c1 the results were TGFb inhibitor 27%, HepG2 viability 1%, Nrf2 activator 0.5%, Nrf2 block 3%, ATXN2 expr inh 22%, A549 viability -1% and S2 tox inactive.
Screening Cc1ccc(NC(=O)CNC(=O)c2ccc(C(C)(C)C)cc2)cc1S(=O)(=O)N1CCOCC1 returned TGFb inhibitor -10%, MCF10A rerep 24%, HepG2 viability 0%, Nrf2 activator 2.3%, Nrf2 block inconclusive, ATXN2 expr inh 20%, A549 viability -4%, EPAC2 antag -4% and S2 tox inactive.
Screening Cc1ccc(NC(=O)COC(=O)Cn2cnc3ccccc32)c([N+](=O)[O-])c1 returned TGFb inhibitor -9%, MCF10A rerep 5%, HepG2 viability 14%, Nrf2 activator 4.6%, Nrf2 block 1%, ATXN2 expr inh -14%, A549 viability 3%, EPAC2 antag -8% and S2 tox inactive.
Screening Cn1c(=O)c2c(nc(Br)n2CCc2ccccc2)n(C)c1=O returned TGFb inhibitor 29%, MCF10A rerep 12%, HepG2 viability 2%, Nrf2 activator 1.7%, ATXN2 expr inh -10%, A549 viability 13%, EPAC2 antag -7% and S2 tox inactive.
`COc1ccccc1N1CCN(C(=O)CCNC(=O)Cn2ccc3ccccc3c2=O)CC1` gave TGFb inhibitor 4%, MCF10A rerep 8%, HepG2 viability 8%, Nrf2 activator 0.0%, Nrf2 block -10%, ATXN2 expr inh -14%, A549 viability 0%, EPAC2 antag -2% and S2 tox inactive.
COc1ccc(C2CC(c3ccc4ccccc4c3OC(C)=O)=NN2C(=O)/C=C/c2ccccc2)cc1 (centres undefined) was read as TGFb inhibitor inconclusive, MCF10A rerep 11%, HepG2 viability -9%, Nrf2 activator 3.2%, Nrf2 block 1%, ATXN2 expr inh 4%, A549 viability 1%, EPAC2 antag 4% and S2 tox inactive.
`Cc1ccc(S(=O)(=O)NC(CC(=O)O)c2ccco2)cc1` (centres undefined) gave TGFb inhibitor 2%, MCF10A rerep -8%, HepG2 viability -1%, Nrf2 activator 0.2%, ATXN2 expr inh -3%, A549 viability 8%, EPAC2 antag -5% and S2 tox inactive.
Screening COC(=O)c1[nH]c2cc(OC)ccc2c1N=CN(C)C returned TGFb inhibitor -16%, MCF10A rerep inconclusive, HepG2 viability -10%, Nrf2 activator 3.4%, Nrf2 block -17%, A549 viability 6%, EPAC2 antag 5% and S2 tox inactive.
CCCNC(=O)C1(C)CCCN(Cc2cc(-c3ccccc3)n(C)n2)C1 (centres undefined) was read as TGFb inhibitor 8%, HepG2 viability -16%, Nrf2 activator -0.2%, ATXN2 expr inh -15%, EPAC2 antag 17% and S2 tox inactive.
`N#Cc1nc(-c2ccco2)oc1NCCN1CCOCC1` gave TGFb inhibitor 10%, MCF10A rerep -9%, HepG2 viability -2%, Nrf2 activator 3.4%, ATXN2 expr inh 4%, A549 viability -1%, EPAC2 antag 13% and S2 tox inactive.
Screening O=C(NCc1ccccn1)c1ccc(OC2CCN(Cc3cccs3)CC2)cc1 returned TGFb inhibitor 2%, MCF10A rerep 0%, HepG2 viability -23%, Nrf2 activator 4.5%, Nrf2 block -9%, A549 viability -1%, EPAC2 antag 0% and S2 tox inactive.
Screening COc1ccc(S(=O)(=O)CCC(=O)N2CC(=O)N(CCc3ccccc3)C(=O)C2)cc1 returned TGFb inhibitor -27%, MCF10A rerep 3%, HepG2 viability 9%, Nrf2 activator 0.4%, ATXN2 expr inh 1%, A549 viability 1%, EPAC2 antag -2% and S2 tox inactive.
`Cc1ccc(S(=O)(=O)NC2(C(F)(F)F)C(=O)Nc3c2c(=O)[nH]c(=O)n3-c2ccccc2)cc1` (centres undefined) gave TGFb inhibitor 27%&20%, MCF10A rerep -2%, HepG2 viability 0%&7%, Nrf2 activator -1.4%&-0.4%, Nrf2 block -1%&3%, ATXN2 expr inh -6%&0%, A549 viability -12%&0%, EPAC2 antag 10% and S2 tox inactive.
For COc1ccc2c(Cl)c(-c3nnc(SCC(N)=O)n3C)sc2c1 the results were TGFb inhibitor 0%, MCF10A rerep 1%, HepG2 viability 0%, Nrf2 activator 4.1%, Nrf2 block inconclusive, ATXN2 expr inh 8%, A549 viability 0%, EPAC2 antag -5% and S2 tox inactive.
O=C(c1nc2ccccc2[nH]1)c1ccccc1[N+](=O)[O-] was read as TGFb inhibitor 8%, MCF10A rerep 0%, HepG2 viability 13%, Nrf2 activator 3.3%, Nrf2 block -10%, ATXN2 expr inh 52%[activator], A549 viability -11%, EPAC2 antag inconclusive and S2 tox inactive.
Screening Oc1ccccc1C1=NN(c2ccccc2)C(c2ccccc2)C1 (centres undefined) returned TGFb inhibitor inconclusive, MCF10A rerep inconclusive, HepG2 viability 10µM*, Nrf2 activator -1.9%, Nrf2 block inconclusive, A549 viability inconclusive and EPAC2 antag -22%.
For COc1ccc(C2(C(=O)NCCc3ccccc3)CCCC2)cc1OC the results were TGFb inhibitor 0%, MCF10A rerep 0%, HepG2 viability -5%, Nrf2 activator -0.5%, Nrf2 block -12%, ATXN2 expr inh 8%, A549 viability 0%, EPAC2 antag 3% and S2 tox inactive.
`CN(C)c1nc(Nn2cnnc2)nc(N(C)C)n1` gave TGFb inhibitor -15%, MCF10A rerep -5%, HepG2 viability 1%, Nrf2 activator -0.1%, Nrf2 block 5%, ATXN2 expr inh 19%, A549 viability -6%, EPAC2 antag 3% and S2 tox inactive.
For Cc1ccc(S(=O)(=O)N2CCCc3cc(NS(=O)(=O)c4cc(F)ccc4F)ccc32)cc1 the results were TGFb inhibitor inconclusive, HepG2 viability -3%, Nrf2 activator -2.5%, ATXN2 expr inh inconclusive, A549 viability inconclusive and S2 tox inconclusive.
Screening CC(C)(C)CC(=O)NCc1ccc(F)cc1 returned TGFb inhibitor -6%, MCF10A rerep 0%, HepG2 viability 2%, Nrf2 activator -0.4%, Nrf2 block 3%, ATXN2 expr inh -4%, A549 viability 6%, EPAC2 antag 17% and S2 tox inactive.
Screening O=S(=O)(Nc1nc2c(s1)CCCC2)c1ccc2ccccc2c1 returned TGFb inhibitor inconclusive, MCF10A rerep inconclusive, HepG2 viability -1%, Nrf2 activator 0.3%, Nrf2 block inconclusive, ATXN2 expr inh -3%, A549 viability -7%, EPAC2 antag -3%[57.1 µM] and S2 tox inactive.
CCOc1ccc(N(C)C(=O)CCc2nnc3ccc(NCc4ccco4)nn23)cc1 was read as TGFb inhibitor -1%, MCF10A rerep 4%, HepG2 viability -3%, Nrf2 activator 6.5%, Nrf2 block -9%, ATXN2 expr inh 10%, A549 viability 12%, EPAC2 antag 4% and S2 tox inactive.
Screening Cc1ccc(NC(=O)C(C)Sc2nc3c(c(=O)[nH]2)CCCC3)cc1Cl (centres undefined) returned TGFb inhibitor inconclusive, HepG2 viability -54%, Nrf2 activator 2.3%, Nrf2 block 5% and A549 viability 5%.
Screening CN1CCN(CC(=O)NN2CC(=O)N(c3ccc(F)cc3)CC2=O)CC1 returned TGFb inhibitor 21%, MCF10A rerep 0%, HepG2 viability 12%, Nrf2 activator -0.8%, Nrf2 block 7%, A549 viability -2%, EPAC2 antag 1% and S2 tox inactive.
Screening CCOC(=O)NC(=O)CSc1nc2ccc(C)cc2[nH]1 returned TGFb inhibitor 9%, MCF10A rerep 2%, HepG2 viability -8%, Nrf2 activator 2.1%, Nrf2 block 24%, ATXN2 expr inh 0%, A549 viability -1%, EPAC2 antag -6% and S2 tox inactive.
`CCOC(=O)c1cncc(C(=O)O)c1` gave TGFb inhibitor 11%, MCF10A rerep -3%, HepG2 viability -4%, Nrf2 activator -0.5%, ATXN2 expr inh 3%, A549 viability -2%, EPAC2 antag 11% and S2 tox inactive.
